# SIRT5 block – inhibitors of human sirtuin-5 desuccinylase; Q9NXA8; Purified SirT5, succinyl-peptide AMC, trypsin-coupled fluorescence; inhibition, % at 15 µM; 330,000 compounds, 1.1% hits; in the data active = inhibition above about 15%
# C2C12 statin – suppressors of simvastatin-induced myotoxicity in C2C12 myotubes. ATP luminescence, 48 h; scaled: DMSO 0, geranylgeraniol control 100. rescue of ATP level, % at 7.49 µM. 330,000 compounds, 0.78% hits. AID 602340;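 active = mean ATP rescue above about 67%, or every replicate alone reaching that limit, limit read from the data, passing the limit was not always enough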;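 note: myotubes were challenged with 10 µM simvastatin during compound exposure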
# ERAP1 inh – ERAP1 (human) enzyme inhibition; inhibition, % at 10.7 µM; 340,000 compounds, 0.15% hits; AID 652197; Q9NZ08; recombinant ERAP1, Leu-AMC fluorescence, 60 min;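 active = mean replicate inhibition of at least 30%, or all replicates individually reaching that 30% level; inactive = mean below 30% and not every replicate reaching it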;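 note: 0% = neutral control wells and 100% = L-leucinethiol positive control wells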
# Target sequence (Q9NZ08 whole entry, looked up): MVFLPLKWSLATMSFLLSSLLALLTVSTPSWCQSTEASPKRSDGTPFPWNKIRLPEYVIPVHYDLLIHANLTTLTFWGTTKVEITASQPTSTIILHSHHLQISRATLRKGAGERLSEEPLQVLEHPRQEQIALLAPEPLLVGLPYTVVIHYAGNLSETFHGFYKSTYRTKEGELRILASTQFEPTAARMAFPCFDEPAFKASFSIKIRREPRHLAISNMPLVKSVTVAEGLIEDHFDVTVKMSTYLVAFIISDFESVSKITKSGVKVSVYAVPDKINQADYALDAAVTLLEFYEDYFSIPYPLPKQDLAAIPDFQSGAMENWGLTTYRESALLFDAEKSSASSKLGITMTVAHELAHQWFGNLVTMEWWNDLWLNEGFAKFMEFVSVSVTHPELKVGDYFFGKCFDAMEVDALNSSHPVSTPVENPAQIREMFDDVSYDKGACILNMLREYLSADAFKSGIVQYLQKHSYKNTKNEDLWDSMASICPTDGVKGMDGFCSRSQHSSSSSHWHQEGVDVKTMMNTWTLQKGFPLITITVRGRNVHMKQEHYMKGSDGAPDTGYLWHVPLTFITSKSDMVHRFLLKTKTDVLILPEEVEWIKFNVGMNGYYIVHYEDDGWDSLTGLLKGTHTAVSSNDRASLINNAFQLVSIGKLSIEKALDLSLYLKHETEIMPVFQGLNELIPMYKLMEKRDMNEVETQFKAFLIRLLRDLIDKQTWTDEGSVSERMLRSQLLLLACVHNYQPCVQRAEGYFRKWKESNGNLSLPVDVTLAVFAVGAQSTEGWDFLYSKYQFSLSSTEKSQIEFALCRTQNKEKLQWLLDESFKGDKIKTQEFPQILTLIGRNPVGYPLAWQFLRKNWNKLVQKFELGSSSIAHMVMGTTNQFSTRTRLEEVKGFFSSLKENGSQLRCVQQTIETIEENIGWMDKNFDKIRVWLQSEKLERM
# PGC1a acetyl inh – PGC1a acetylation modulation, inhibitor mode; U2OS PGC1a acetylation, AlphaScreen anti-acetyl-lysine; with virally co-expressed GCN5 acetyltransferase; inhibition, % at 15.6 µM; AID 651687; 350,000 compounds, 0.17% hits;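 active = every replicate shows inhibition of at least 40%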;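 note: 0% = neutral control wells and 100% = positive control wells; some results beyond the cut were filed as inactive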
# Cneo AK release – causes C. neoformans cell lysis. adenylate kinase release luminescence, 4 h; normalised: neutral wells 0, clomiphene wells 100. lysis activity, % at 15 µM. 360,000 compounds, 0.2% hits;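 active = mean lysis activity across replicates of at least 80%, whatever share of replicates individually reach that level; inactive = mean lysis activity below 80%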
#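 Material: C. neoformans cells | Amount: Yeast cell density of 5 × 10^6 cells/mL | Medium: Fresh YPD growth medium | Dosing: Single dose | Times: Static 4 h at 37 °C with compound, 1 h detection | Detection: AK luminescence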
# S100A4 MyoIIA – inhibitors of human S100A4 binding to myosin IIA peptide. P26447. S100A4/TAMRA-MyoIIA peptide fluorescence polarization. inhibition, % at 10.7 µM. 360,000 compounds, 0.14% hits. AID 652163;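 active = mean inhibition of at least 70% across replicates, with every replicate also reaching that level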
# Target sequence (P26447 whole entry, looked up): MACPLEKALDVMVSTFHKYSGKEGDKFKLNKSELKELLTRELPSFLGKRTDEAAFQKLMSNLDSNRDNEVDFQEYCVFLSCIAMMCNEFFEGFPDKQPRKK
#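 Compound dosing: one dose per compound; test system: human S100A4 monomer with TAMRA-labelled myosin IIA peptide; probe or stimulus: TAMRA-labelled myosin IIA heavy-chain peptide probe, 5 nM; medium: HEPES buffer with Ca2+, pH 7.2; schedule: 5 min incubation before reading; benchmarks: neutral control DMSO, positive control TFP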
# LGR2 inh – Drosophila LGR2 receptor signaling inhibition; HEK293 LGR2, CRE-luciferase, bursicon-stimulated, 4 h; inhibition, % at 9.99 µM; 380,000 compounds, 0.35% hits;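 active = drop in luminescence signal, shown as inhibition above about 50% in the replicate tests, limit read from the data, passing the limit was not always enough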;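 note: agonist challenge used bursicon conditioned medium at about half maximal strength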
# XiGFP reactiv – reactivates the inactive X chromosome in mouse fibroblasts | XiGFP mouse fibroblasts, % GFP-positive cells imaging, 3 d; cells co-treated with 5-aza-dC sensitizer; scaled so ellipticine positive control = 100% | activation, % at 7.58 µM | 360,000 compounds, 0.055% hits;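 active = mean normalized replicate activation at least 10% and every replicate at or above 10%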;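 note: 0% = median of on-plate neutral control wells and 100% = ellipticine 6 µM median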
#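 System: 68-5-11 XiGFP fibroblast line | Buffer or medium: DMEM containing 5-aza-dC | Compound: Single point | Times: Compounds 3 days, fix/stain 15 min at room temperature | Benchmarks: Positive control ellipticine, 6 µM final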
# Active calls of the source: *; . = not tested or not shown; & = joins results of further samples. Not all compounds are listed; count on the stated rates, not on these rows.
entry	molecule	SIRT5 block	C2C12 statin	ERAP1 inh	PGC1a acetyl inh
1	Nc1c(C(=O)CSc2nnc(-c3ccccc3F)o2)c(=O)[nH]c(=O)n1C1CC1	-3.8	3.2	1.9	0.9
2	CCC(C)NC(=O)CSc1nc2cc(S(=O)(=O)N3CCOCC3)ccc2n1CC (centres undefined)	-2.4	.	-4.8	.
3	Cc1ccc(-c2cc(-c3n[nH]c(=S)o3)c3ccccc3n2)cc1	2.7	.	-3.3	.
4	CN(C)C1=NCCN1CCCCc1ccccc1	-1.0	6.0	-1.4	1.9
5	C[C@H](CO)N1C[C@H](C)[C@H](CN(C)CC2CC2)Oc2cc(-c3cccnc3)ccc2S1(=O)=O	-3.8	25.4	1.0	-5.8
6	Cc1ccc(S(=O)(=O)N2CCN(C(=O)CN3C(=O)NC(C)(c4ccc5ccccc5c4)C3=O)CC2)cc1 (centres undefined)	-8.6	9.2	0.1	0.2
7	CNc1nc(-c2ccc3c(c2)CCN3C(=O)c2cccc(F)c2)cs1	0.8	.	-0.8	-4.6
8	CS(=O)(=O)N1CCN(C(=O)C2c3ccccc3Oc3ccccc32)CC1	-5.8	.	3.2	-7.3
9	CCN(c1ccc(OC)cc1)S(=O)(=O)c1cc(-c2cc(C)no2)ccc1C(C)C	-0.6	21.0	-2.9	-24.3
10	Cc1noc(C)c1NC(=O)N(C)C[C@@H]1Oc2ccc(N(C)C)cc2CC(=O)N([C@@H](C)CO)C[C@@H]1C	0.1	-35.3	-0.9	2.2

entry	Cneo AK release	S100A4 MyoIIA	LGR2 inh	XiGFP reactiv
1	-0.3	0.3	-9.3	0.2
2	.	-6.2	20.2	-0.1
3	.	-4.1	1.4	-0.1
4	0.6	-5.0	0.6	0.6
5	-4.7	2.7	-10.6	0.5
6	2.4	-4.7	6.0	-0.1
7	.	9.2	-6.5	0.0
8	1.1	3.5	6.0	.
9	.	0.0	8.4	0.2
10	-12.9	4.5	18.9	-0.1

# New compounds follow:
entry	molecule	SIRT5 block	C2C12 statin	ERAP1 inh	PGC1a acetyl inh
11	Cc1noc(C)c1S(=O)(=O)N(C)C[C@H]1Oc2c(NS(=O)(=O)c3cn(C)cn3)cccc2C(=O)N([C@H](C)CO)C[C@H]1C	-2.6	-16.0	-4.7	7.9
12	COc1cccc(C#Cc2ccc3c(c2)O[C@H](CN(C)C)[C@H](C)CN([C@@H](C)CO)S3(=O)=O)c1	-2.7	19.4	1.1	-13.3
13	C[C@H](CO)N1C[C@H](C)[C@@H](CN(C)C(=O)C2CCC2)Oc2cc(C#Cc3ccncc3)ccc2S1(=O)=O	-3.4	-10.9	-2.3	-20.1
14	Cc1ccccc1S(=O)(=O)N1CC[C@@H]2[C@H]1c1cc(-c3ccc(C#N)cc3)ccc1N(C)[C@H]2CO	-6.1	-15.9	-1.0	2.5
15	CCN(CC)c1ccc(/C=N/NC(=O)c2cc3ccccc3[nH]2)cc1	-1.3	-23.6	1.6	.
16	C[C@@H]1CN([C@@H](C)CO)C(=O)Cc2cc(NS(=O)(=O)c3cn(C)cn3)ccc2O[C@@H]1CN(C)CC1CCCCC1	-7.1	20.1	4.5	16.1
17	CN(C)C(=O)c1ccc(-c2ccc([C@H]3[C@@H](C#N)N(C(=O)Nc4ccccc4F)[C@H]3CO)cc2)cc1	6.2	3.6	-0.7	-16.3
18	CN1C(=O)c2cc(NC(=O)c3cccs3)ccc2OC[C@@H]2O[C@@H](CC(=O)N3CCCCC3)CC[C@@H]21	-3.2	11.0	-0.4	0.3
19	O=C(CCS(=O)(=O)c1ccccc1)N1CCCc2ccccc21	17.2*	1.2	-2.1	-3.8
20	S=C(NCCc1c[nH]c2ccccc12)NC1CCCCC1	5.2	.	0.3	-13.4

entry	Cneo AK release	S100A4 MyoIIA	LGR2 inh	XiGFP reactiv
11	-3.1	5.5	-10.3	0.2
12	3.9	4.7	5.8	-2.0
13	0.1	-12.7	4.9	-0.1
14	0.5	-6.6	0.2	0.0
15	-4.2	-4.5	-7.8	0.0
16	0.5	-3.4	10.8	0.3
17	-5.1	-0.2	3.9	0.3
18	1.4	46.2	11.2	0.4
19	-0.7	-6.2	8.1	0.0
20	.	-5.0	-23.6	0.0

# The list goes on.
entry	molecule	SIRT5 block	C2C12 statin	ERAP1 inh	PGC1a acetyl inh
21	COc1ccc(S(=O)(=O)N2CCCCC2)cc1NC(=O)C1CC1C (centres undefined)	-1.2	2.2	-1.5	.
22	CCCC#Cc1cnc2c(c1)C(=O)N([C@H](C)CO)C[C@@H](C)[C@H](CN(C)S(=O)(=O)c1cccc(OC)c1)O2	1.8&-3.9&4.8	-36.3&-1.9&10.7	-1.8&-1.1&-2.4	-8.1&1.8&4.5
23	CCOc1ccc2c(C)cc(=O)oc2c1OCC	.	-3.7	.	-6.6
24	C[C@H](CO)N1C[C@H](C)[C@@H](CN(C)Cc2ccc(C(F)(F)F)cc2)Oc2ccc(NS(=O)(=O)c3ccc(F)cc3)cc2C1=O	1.8	7.2	1.6	103.3*
25	C[C@@H]1CN([C@H](C)CO)C(=O)Cc2cc(NC(=O)Cc3ccccc3)ccc2O[C@H]1CN(C)CC1CC1	3.2	-14.8	-2.7	-7.5
26	Cc1cc(=O)oc2c(C)c(OC(C)C(=O)NC3CCN(Cc4ccccc4)CC3)ccc12 (centres undefined)	1.0	-3.2	-4.7	9.0
27	c1coc(-c2nc3c4ccccc4ccn3c2Cc2ccsc2)c1	-1.2	.	-2.5	.
28	CCOc1ccc(C(=O)NCC(=O)N2CCN(C/C=C/c3ccccc3)CC2)cc1OCC	-6.6	7.1	1.7	-20.8
29	CCC(=O)NC[C@H]1[C@H](c2ccc(C3=CCCC3)cc2)[C@H](CO)N1C(C)=O	0.4	-7.7	0.6	4.1
30	CCN(CC)c1ccc(S(=O)(=O)N2CCOCC2)cc1NC(=O)CSc1nncn1C	-2.2	2.8	4.5	13.5

entry	Cneo AK release	S100A4 MyoIIA	LGR2 inh	XiGFP reactiv
21	-0.3	-4.6	2.8	0.0
22	0.3&5.6&4.5	-3.4&7.3&16.2	14.1&-2.4	-0.5
23	2.2	.	-21.7	.
24	6.6	-6.7	1.4	0.0
25	-6.2	-9.2	-13.0	0.2
26	5.8	-8.5	1.9	0.0
27	.	-8.9	-9.5	0.2
28	-0.7	-18.1	-15.4	0.3
29	1.3	-12.9	1.3	0.1
30	2.3	1.6	4.1	-0.5

# New compounds follow:
entry	molecule	SIRT5 block	C2C12 statin	ERAP1 inh	PGC1a acetyl inh
31	C#CCNC(=O)C1=C[C@@H](c2cn(C(C)=O)c3ccccc23)[C@H](CCCO)[C@@H](OCC)O1	6.5	.	-0.2	0.1
32	Cn1c(=O)c2nc(NCc3ccccc3)cnc2n(C)c1=O	-1.9	32.5	-12.6	9.0
33	COc1ccc(C(=O)Nc2ccc(Cl)c(S(=O)(=O)N3CCOCC3)c2)cc1	1.5	-6.2	5.0	9.1
34	COCCNC(=O)C[C@@H]1C=C[C@H](NS(=O)(=O)c2ccc(C)cc2)[C@@H](CO)O1	3.6	-0.3	2.7	-2.0
35	COc1cccc(S(=O)(=O)Nc2ccc3c(c2)[C@H]2C[C@H](CC(=O)NCc4ccc(Cl)cc4)O[C@H](CO)[C@H]2O3)c1	2.3	5.1	2.3	-3.0
36	O=C1C=C(O)c2cccc(O)c2C1=O	.	28.0	9.8	5.1
37	O=C1CN(C(=O)NCCC(=O)NC2CCCCC2)c2ccccc2N1	-2.1	-0.4	-1.0	.
38	Nc1nc(Cl)nc2c1ncn2C1OCC(O)C(O)C1O (centres undefined)	.	.	-1.6	.
39	Cc1cc(C)n(C(=O)CNC(=O)/C=C/c2ccccc2)n1	-1.6	1.8	1.7	6.9
40	COC(=O)c1cc2c(c3c4cc(F)ccc4n(S(=O)(=O)c4cccc(C)c4)c13)C(=O)N(C)C2	.	.	-6.5	.

entry	Cneo AK release	S100A4 MyoIIA	LGR2 inh	XiGFP reactiv
31	-4.2	-5.9	.	.
32	2.3	0.6	5.1	.
33	.	-3.5	47.0	0.0
34	-1.6	0.0	-10.0	0.8
35	-1.5	-2.4	15.8	-0.1
36	1.5	1.3	.	.
37	1.0	1.1	6.3	0.1
38	.	-0.9	4.8	0.0
39	0.5	-2.7	6.3	0.0
40	.	-5.8	-2.7	0.4

# Record cards, as listed above. Values in the order: SIRT5 block	C2C12 statin	ERAP1 inh	PGC1a acetyl inh	Cneo AK release	S100A4 MyoIIA	LGR2 inh	XiGFP reactiv
# `Nc1nc(Cl)nc2c1ncn2C1OCC(O)C(O)C1O` (centres undefined) as listed: .	.	-1.6	.	.	-0.9	4.8	0.0
# `C#CCNC(=O)C1=C[C@@H](c2cn(C(C)=O)c3ccccc23)[C@H](CCCO)[C@@H](OCC)O1` as listed: 6.5	.	-0.2	0.1	-4.2	-5.9	.	.
# `Cc1cc(C)n(C(=O)CNC(=O)/C=C/c2ccccc2)n1` as listed: -1.6	1.8	1.7	6.9	0.5	-2.7	6.3	0.0
# `O=C1C=C(O)c2cccc(O)c2C1=O` as listed: .	28.0	9.8	5.1	1.5	1.3	.	.

# The list goes on:
entry	molecule	SIRT5 block	C2C12 statin	ERAP1 inh	PGC1a acetyl inh
41	C/C(=N\NC(=O)NC1CCCCC1)c1ccco1	-2.7	.	-3.8	0.1
42	O=C(C[C@@H]1C=C[C@@H](NS(=O)(=O)c2ccc(F)cc2)[C@H](CO)O1)NCCN1CCCCC1	1.4	-6.0	-1.0	-1.0
43	CC(SC(C)C(=O)NN=Cc1cccc(F)c1)C(=O)NN=Cc1cccc(F)c1 (centres undefined)	1.5	7.1	0.9	-0.2
44	Cc1occc1C(=O)Nc1cccc(/C=C/C(=O)O)c1	-0.4	.	-28.6	-10.7
45	Cc1ccc2c(c1)nnc1nnc(SCC(=O)O)n12	-1.3	.	0.8	9.8
46	CC(C)(C)C(=O)NC(=S)Nc1ccc(S(=O)(=O)Nc2nccs2)cc1	-4.4	.	0.0	2.6
47	C/C=C/c1ccc([C@@H]2[C@@H](CO)N(C(=O)c3cnccn3)C23CN(C(=O)CC)C3)cc1	-2.4	.	1.8	4.1
48	COc1ccc(CCN(C)C(=O)c2c(C)nn(-c3ccccc3)c2C)cc1OC	2.6	-2.1	-0.1	.
49	COC(=O)C1=C(C)N(Cc2ccccc2)C(=NCc2cc(OC)c(OC)c(OC)c2)N[C@H]1CCc1ccccc1	.	-28.9	-1.3	-7.4
50	COc1cccc(C(=O)Nc2ccc3nc4n(c(=O)c3c2)CCCC4)c1	-3.4	-31.8	-0.9	8.1
51	CCOC(=O)Cc1[nH]nc2c1C(c1ccsc1)C(C#N)=C(N)O2 (centres undefined)	0.0	.	-0.5	.
52	O=S(=O)(N[C@H]1CC[C@H](CCn2cc(-c3ccc(F)cc3)nn2)O[C@@H]1CO)c1ccccc1F	-3.5	-1.1	2.1	1.1
53	Cc1cc(OCC(=O)Nc2cccnc2)c2c(C)cc(=O)oc2c1	-2.5	-14.5	-2.6	2.0

entry	Cneo AK release	S100A4 MyoIIA	LGR2 inh	XiGFP reactiv
41	.	-1.4	-2.0	0.4
42	-0.2	-5.5	9.6	-0.3
43	1.3	-1.4	-7.0	0.0
44	-0.6	8.8	-25.6	.
45	4.1	0.5	0.5	0.1
46	.	4.4	22.2	0.1
47	.	-3.2	6.7	0.0
48	1.0	-3.1	-4.2	0.1
49	0.1	10.2	-20.4	0.1
50	0.6	-8.2	-10.4	0.0
51	.	-0.8	-15.0	-0.2
52	-5.0	-2.2	-2.6	-0.2
53	-3.0	-2.3	1.3	0.4

# Source: PubChem BioAssay
